# Compound activity as filed in PubChem BioAssay.
# HTR2A ag: mouse HTR2A agonism via beta-arrestin recruitment; P35363; CHO-K1 mHTR2A beta-arrestin complementation, luminescence; percent of 30 µM serotonin response; activation, % at 7.6 µM; 360,000 tested, 0.66% active; AID 624169;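 active means activation above a run cutoff, the mean activation of all tested compounds plus 3 SD, cut at about 14% in these data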;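 further: 0% = plate median of compound wells and 100% = 30 µM serotonin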
# Target sequence (P35363 whole entry, looked up): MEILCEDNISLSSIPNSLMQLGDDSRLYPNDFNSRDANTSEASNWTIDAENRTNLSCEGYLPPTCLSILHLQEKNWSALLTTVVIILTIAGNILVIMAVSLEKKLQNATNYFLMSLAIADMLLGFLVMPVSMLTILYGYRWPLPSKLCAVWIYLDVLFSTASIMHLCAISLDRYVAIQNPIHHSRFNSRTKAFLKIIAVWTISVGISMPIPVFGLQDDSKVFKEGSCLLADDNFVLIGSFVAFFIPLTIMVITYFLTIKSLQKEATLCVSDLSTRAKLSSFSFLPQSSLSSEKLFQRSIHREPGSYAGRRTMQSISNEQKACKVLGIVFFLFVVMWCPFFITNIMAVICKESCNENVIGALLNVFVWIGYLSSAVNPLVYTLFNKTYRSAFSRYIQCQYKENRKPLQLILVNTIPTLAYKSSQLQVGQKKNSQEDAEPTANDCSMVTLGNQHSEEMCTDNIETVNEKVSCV
# ABHD5-PLIN5 inh: inhibitors of human ABHD5-perilipin-5 interaction. AID 602281. Split G. princeps luciferase complementation, luminescence, 4 h. inhibition, % at 4 µM. 360,000 tested, 0.78% active;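 active means inhibition above the mean inhibition across every tested compound plus 3 SD, cut at about 22% in these data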;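 further: 0% = DMSO only wells and the 100% control is not disclosed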
# ABCB6 inh 2: blocks the human ABCB6 transporter. Q9NP58. K562-ABCB6 porphyrin accumulation, flow cytometry, 1 h; stronger effect = lower value. fluorescence ratio to DMSO, % at 10 µM. 360,000 tested, 0.19% active;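 active means fluorescence ratio to DMSO below 75%, the collection mean minus 3 SD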;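 further: signal is porphyrin accumulated inside mitochondria; 100% equals median channel fluorescence of DMSO control wells; lower ratio means ABCB6 inhibition with less porphyrin fluorescence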
# H9c2 protect: modulators protecting cardiomyocytes from myocardial damage; 360,000 tested, 0.63% active; protection from H2O2 cell death, % at 20 µM; H9c2 cardiomyocytes, H2O2 injury protection, ATPLite, 2 h;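 active means compounds giving at least 50% protection of heart cells from peroxide-induced death in the single-dose screen, raw or plate-pattern-corrected value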;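 further: 0% = DMSO wells with peroxide and 100% = DMSO wells without peroxide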
# Glyco luc inh: blocks N-linked glycosylation in D54 reporter cells. reporter increase, % at 12.5 µM. D54 ERlucT glycosylation luciferase reporter, 24 h; percent of 100 nM tunicamycin response. AID 588692. 360,000 tested, 0.23% active;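 active means mean luciferase reporter signal, scaled so untreated is 0 and the glycosylation-blocking control 100, at or above a set limit in every replicate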;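 further: luciferase carries N-glycosylation sites so blocking glycosylation raises the light; 0% = median of neutral control wells and 100% = median of 100 nM tunicamycin wells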
# NOD2 RIPK2 PPI: NOD2-RIPK2 protein interaction inhibition | CHO BLA complementation NOD2-RIPK2, CCF4 ratio | inhibition, % at 4.98 µM | 360,000 tested, 0.38% active | AID 624267; in the data active means inhibition above about 21%;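 further: 0% = vehicle only and 100% = reference blocker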
# TLR9-MyD88 inh: inhibitors of human TLR9-MyD88 binding | 340,000 tested, 0.21% active | CHO BLA complementation TLR9-MyD88, CCF4 FRET ratio | inhibition, % at 4.98 µM;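 active means inhibition above the mean over all tested compounds plus 3 SD, cut at about 21% in these data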;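 further: 0% = DMSO only wells and 100% = clavulanate BLA inhibitor control wells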
# NCOA2 inhibitor: human SRC2 (NCOA2) inhibition | 370,000 tested, 0.17% active | HEK293 GAL4-SRC2 luciferase reporter, luminescence | inhibition, % at 9 µM | Q15596;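 active means inhibition above the mean inhibition of all tested compounds plus 3 SD, set per campaign, cut at about 52% in these data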;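 further: 0% = DMSO treated cells and 100% = cells given Gossypol at 36 µM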
# MC4R antag cAMP: blocks human MC4R cAMP signaling; MC4R-expressing cells, MTII-stimulated cAMP, LANCE TR-FRET; P32245; inhibition, % at 6.5 µM; 360,000 tested, 0.48% active; AID 540295;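 active means inhibition above its plate's cutoff, the mean of tested wells on that plate plus 3 SD, cut at about 29% in these data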;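 further: 0% = Melanotan II alone and 100% = Melanotan II plus saturating MCL0020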
# Target sequence (P32245 whole entry, looked up): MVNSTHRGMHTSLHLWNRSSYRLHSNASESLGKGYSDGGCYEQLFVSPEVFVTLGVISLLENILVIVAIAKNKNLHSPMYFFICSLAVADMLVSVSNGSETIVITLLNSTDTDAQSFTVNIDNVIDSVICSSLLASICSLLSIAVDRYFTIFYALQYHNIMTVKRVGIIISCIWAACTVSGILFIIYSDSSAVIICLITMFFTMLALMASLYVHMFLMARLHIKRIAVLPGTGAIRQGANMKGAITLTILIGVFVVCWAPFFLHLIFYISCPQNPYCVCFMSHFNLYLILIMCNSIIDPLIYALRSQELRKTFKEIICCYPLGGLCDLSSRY
#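 Material: human MC4R-expressing U2OS cells. Probe or stimulus: Melanotan II challenge. Dosing: 6.5 µM single dose. Times: 30-min compound, 1-h challenge, 1-h detection, room temperature. Technique: TR-FRET with Eu-cAMP and labeled anti-cAMP, 671 nm. Replication: singlicate.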
# MC4R ag barr: agonists of human melanocortin 4 receptor (MC4R) beta-arrestin; U2OS MC4R beta-arrestin complementation, luminescence; percent of melanotan II response, DMSO zero; activation, % at 8.9 µM; 360,000 tested, 0.98% active; AID 540308;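 active means activation above a per-plate cutoff, the mean activation of sample wells on that plate plus 3 SD, cut at about 8% in these data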
# Starred values were filed as active, the others as inactive; · = no result given.
No. | Molecule | HTR2A ag | ABHD5-PLIN5 inh | ABCB6 inh 2 | H9c2 protect | Glyco luc inh | NOD2 RIPK2 PPI | TLR9-MyD88 inh | NCOA2 inhibitor | MC4R antag cAMP | MC4R ag barr
1 | Cc1nnc(SCCn2c(N3CCCCCC3)nc3c2c(=O)[nH]c(=O)n3C)s1 | 2.8 | 4.1 | 103.0 | 6.7 | -0.4 | -1.6 | 6.8 | -3.1 | 3.4 | 2.8
2 | CC(C)(C)N(CC#CCC(O)(c1ccccc1)C1CCCC1)CCO (configuration not stated) | -2.0 | -1.3 | 101.0 | -5.8 | -1.9 | 3.7 | -1.4 | 5.8 | 15.1 | -0.3
3 | N#Cc1ccc(C(=O)Nc2cccc(S(=O)(=O)NC3=NCCC3)c2)cc1 | 1.0 | 1.2 | 98.0 | 4.1 | 0.1 | 2.5 | 2.9 | 6.2 | 2.0 | -1.6
4 | Nn1c(SCC(=O)NCCCc2ccccc2)nnc1-c1cccnc1 | -0.3 | 2.5 | 96.0 | -1.0 | 1.9 | 1.8 | -5.4 | 13.6 | 17.5 | -1.1
5 | COc1ccc(-n2nc3c(c2NC(=O)C24CC5CC(CC(C5)C2)C4)CS(=O)C3)cc1 (configuration not stated) | 8.2 | 1.7 | 99.0 | 17.1 | 1.5 | -22.6 | 13.7 | -15.1 | 5.0 | -0.1
6 | Cc1cccc(OCc2nc3ccccc3n2C)c1 | 8.0 | -2.5 | 104.0 | -5.8 | 1.3 | 0.4 | -9.2 | -109.4 | 12.5 | -0.9
7 | COc1ccc(OC)c(CN2CCC(C(=O)N(C)CCc3ccc(OC)c(OC)c3)CC2)c1 | -3.0 | -3.3 | 99.0 | 3.8 | -2.1 | -6.5 | -10.9 | 1.4 | 7.0 | -0.5
8 | COc1cc(/C=N/N=C2/C(=O)Nc3ccccc32)cc(OC)c1O | -0.1 | -1.9 | 96.0 | 2.3 | 4.5 | 2.1 | 0.6 | -15.3 | -30.5 | -4.3
9 | CN(C)/C=N/c1ncnc2c1cnn2-c1ccc(C(F)(F)F)cn1 | 0.7 | -5.2 | 97.0 | -6.7 | 1.7 | 7.2 | -16.4 | -53.1 | -1.0 | -1.6
10 | CCOC(=O)N1CCN(S(=O)(=O)c2ccc3[nH]c(=O)sc3c2)CC1 | 5.5 | -9.4 | 97.0 | -2.1 | 1.8 | -10.9 | -12.6 | -15.0 | 11.1 | 0.0
11 | COC(=O)[C@]12CCCCC=C1N(CCC1=CCCCC1)C(=O)[C@H](CC(=O)NCCc1ccccc1OC)C2 | -4.4 | 6.0 | 98.0 | · | · | -7.7 | · | 9.4 | · | ·
12 | COc1ccc(C2C(C(C)=O)=C(O)C(=O)N2c2nccs2)c(OC)c1 (configuration not stated) | 4.9 | -10.7 | 107.0 | 6.6 | -1.2 | -11.2 | -3.4 | -11.2 | 13.3 | -2.4
13 | O=C(NCCc1ccccc1)Nc1nnc([C@H]2C[C@H](O)[C@@H](CO)O2)s1 | 2.9 | 14.9 | 94.0 | 2.6 | 1.6 | -26.6 | · | -19.1 | 12.0 | 2.4
14 | Cn1c(SCC(=O)N2CCOCC2)nc2sc3c(c2c1=O)CCCC3 | 0.8 | -5.9 | 103.0 | 0.6 | -0.8 | 6.3 | -13.6 | -13.4 | 7.6 | -1.4
15 | CCCn1c(N)c(C(=O)CSc2ncn[nH]2)c(=O)n(C)c1=O | 2.1 | -3.9 | 101.0 | -1.9 | 2.3 | 0.3 | -7.4 | 5.7 | 3.3 | -0.4
16 | CCOC(=O)N1CCN(C(=O)Cc2ccc(Cl)cc2)CC1 | -4.5 | -6.0 | 104.0 | 5.2 | -4.4 | -0.1 | -6.3 | -62.0 | 0.1 | -1.2
17 | Cc1c(NC(=O)COc2cccc(Br)c2)c(=O)n(-c2ccccc2)n1C | 0.7 | 5.5 | 97.0 | -2.7 | -0.5 | -6.9 | -1.2 | 13.4 | 2.8 | -3.0
18 | Cc1ccnc(NC(=O)C2CC(=O)N(Cc3ccccc3)C2)c1 (configuration not stated) | 9.3 | 1.6 | 97.0 | -3.3 | -9.9 | -11.1 | 5.8 | -54.9 | 1.8 | -2.6
19 | COc1ccc([N+](=O)[O-])cc1NC(=O)COC(=O)C=C(C)C | 0.4 | -5.9 | 98.0 | -1.1 | -2.3 | 3.5 | -2.3 | -13.6 | 15.6 | 0.6
20 | O=C(c1cc(Br)ccc1Cl)N1CCCC1 | 6.5 | 3.1 | 84.0 | 0.5 | 0.3 | -8.0 | -3.7 | 0.2 | -4.0 | 4.3
21 | O=[N+]([O-])c1ccc(/C=N/Nc2ccnc3cc(Cl)ccc23)o1 | -15.9 | 4.1 | 166.0 | -17.5 | 8.3 | -15.5 | 3.4 | -17.1 | -7.5 | -2.6
22 | C=CCN(CC=C)C(=O)c1cccc(S(=O)(=O)N2c3ccccc3CC2C)c1 (configuration not stated) | 6.7 | -1.9 | 91.0 | -7.3 | -3.2 | -3.6 | 0.8 | 39.1 | -0.1 | -1.3
23 | O=C(Nc1ccc2c(c1)CCC2)c1cnc(Cl)c(Cl)c1 | -4.1 | -1.7 | 98.0 | -13.8 | -3.5 | -14.0 | 1.7 | -46.0 | 1.3 | 3.8
24 | COc1ccc(NC(=O)CN2C(=O)c3cccc4cccc2c34)c(OC)c1 | 2.4 | -0.3 | 102.0 | 11.1 | -0.6 | 6.4 | 1.7 | -13.3 | 1.2 | 0.0

# Structural class: the compounds so far with a carbonyl joined to an NH by a bond outside any ring (10)
No. | Molecule | HTR2A ag | ABHD5-PLIN5 inh | ABCB6 inh 2 | H9c2 protect | Glyco luc inh | NOD2 RIPK2 PPI | TLR9-MyD88 inh | NCOA2 inhibitor | MC4R antag cAMP | MC4R ag barr
3 | N#Cc1ccc(C(=O)Nc2cccc(S(=O)(=O)NC3=NCCC3)c2)cc1 | 1.0 | 1.2 | 98.0 | 4.1 | 0.1 | 2.5 | 2.9 | 6.2 | 2.0 | -1.6
4 | Nn1c(SCC(=O)NCCCc2ccccc2)nnc1-c1cccnc1 | -0.3 | 2.5 | 96.0 | -1.0 | 1.9 | 1.8 | -5.4 | 13.6 | 17.5 | -1.1
5 | COc1ccc(-n2nc3c(c2NC(=O)C24CC5CC(CC(C5)C2)C4)CS(=O)C3)cc1 (configuration not stated) | 8.2 | 1.7 | 99.0 | 17.1 | 1.5 | -22.6 | 13.7 | -15.1 | 5.0 | -0.1
11 | COC(=O)[C@]12CCCCC=C1N(CCC1=CCCCC1)C(=O)[C@H](CC(=O)NCCc1ccccc1OC)C2 | -4.4 | 6.0 | 98.0 | · | · | -7.7 | · | 9.4 | · | ·
13 | O=C(NCCc1ccccc1)Nc1nnc([C@H]2C[C@H](O)[C@@H](CO)O2)s1 | 2.9 | 14.9 | 94.0 | 2.6 | 1.6 | -26.6 | · | -19.1 | 12.0 | 2.4
17 | Cc1c(NC(=O)COc2cccc(Br)c2)c(=O)n(-c2ccccc2)n1C | 0.7 | 5.5 | 97.0 | -2.7 | -0.5 | -6.9 | -1.2 | 13.4 | 2.8 | -3.0
18 | Cc1ccnc(NC(=O)C2CC(=O)N(Cc3ccccc3)C2)c1 (configuration not stated) | 9.3 | 1.6 | 97.0 | -3.3 | -9.9 | -11.1 | 5.8 | -54.9 | 1.8 | -2.6
19 | COc1ccc([N+](=O)[O-])cc1NC(=O)COC(=O)C=C(C)C | 0.4 | -5.9 | 98.0 | -1.1 | -2.3 | 3.5 | -2.3 | -13.6 | 15.6 | 0.6
23 | O=C(Nc1ccc2c(c1)CCC2)c1cnc(Cl)c(Cl)c1 | -4.1 | -1.7 | 98.0 | -13.8 | -3.5 | -14.0 | 1.7 | -46.0 | 1.3 | 3.8
24 | COc1ccc(NC(=O)CN2C(=O)c3cccc4cccc2c34)c(OC)c1 | 2.4 | -0.3 | 102.0 | 11.1 | -0.6 | 6.4 | 1.7 | -13.3 | 1.2 | 0.0

# Entries 23 to 24, quoted:
No. | Molecule | HTR2A ag | ABHD5-PLIN5 inh | ABCB6 inh 2 | H9c2 protect | Glyco luc inh | NOD2 RIPK2 PPI | TLR9-MyD88 inh | NCOA2 inhibitor | MC4R antag cAMP | MC4R ag barr
23 | O=C(Nc1ccc2c(c1)CCC2)c1cnc(Cl)c(Cl)c1 | -4.1 | -1.7 | 98.0 | -13.8 | -3.5 | -14.0 | 1.7 | -46.0 | 1.3 | 3.8
24 | COc1ccc(NC(=O)CN2C(=O)c3cccc4cccc2c34)c(OC)c1 | 2.4 | -0.3 | 102.0 | 11.1 | -0.6 | 6.4 | 1.7 | -13.3 | 1.2 | 0.0

# An excerpt (hit frequency here may not be typical).
